Screening data as filed in PubChem.
TGFb SMAD3 inh = qHTS for Inhibitors of TGF-b. HepG2 CAGA-GFP TGF-b/SMAD3 reporter, GFP fluorescence, 18 h; TGF-beta stimulated, 500 pg/mL final. Potency, µM (doses to about 46.1 µM), inactives show at the highest dose activity, negative = inhibition, actives largely listed as inhibitors. actives 1.2% (n = 410,000). AID 588855, 2011; further: potency means the concentration at half of the fitted maximal effect; on the % scale 0 is the no-effect control and ±100 the full control effect; nearly all actives have a fitted effect of over 65% in size
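Per well, imaged GFP fluorescence of HEPG2 CAGA-GFP cells gives the signal; cells get compound, then TGF-beta (500 pg/mL final), 18 h at 37 degrees C; %Activity versus -TGF-beta and +DMSO controls.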
CCT modulator = High-Throughput Screening for Modulators of Cytosolic Chaperonin Activity; purified chaperonin ATPase assay, HTRF ADP detection, 30 min; activity change, % (test concentration not listed), hits read low; actives 0.3% (n = 360,000); in the data active means activity change below about -30%; further: on the % scale 0 is the no-effect control and ±100 the full control effect
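ATPase activity: ADP formed was measured by HTRF Transcreener (665/615 nm ratio) after 30 min at 37 deg C with 10 uM ATP. Compounds screened at one 76 uM concentration against 40 or 20 nM TRiC in Tris pH 7.4/KCl/MgCl2/DTT buffer.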
HepG2 tox = qHTS for Inhibitors of TGF-b: Cytotox Counterscreen; HepG2 CAGA-GFP viability, ATP luminescence, 18 h; Potency, µM (series often up to 46.1 µM), inactives show at the highest dose activity change, negative = cytotoxicity, hits mostly cytotoxic; actives 0.76% (n = 410,000); AID 588856, 2011; further: potency means the concentration at half of the fitted maximal effect; some results filed as inactive show a strong effect at the top dose
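CellTiter-Glo luminescence gave cytotoxicity after 18 hours at 37 degrees C. The cells were HepG2 CAGA-GFP in 1% FBS DMEM, stimulated with 500 pg/mL TGF-beta after compound addition. %Activity was normalised to no-cell wells (complete cell-killing) and DMSO (no toxicity), and curves were fitted and classified.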
Akt phos inh = HTS Assay for Inhibitors of Akt Phophorylation: Primary Screen; Neuro2A IGF-stimulated pAkt S473 HTRF, 20 min; active compounds read low; AID 651550, 2012; actives 0.32% (n = 360,000); activity change, % for hits at 50 µM; in the data active means activity change below about -80%; inconclusive means mostly about -51% to -80%; further: on the % scale 0 is the no-effect control and ±100 the full control effect
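Neuro2A cells (4,500/well, DMEM with 0.5% FBS) were treated with compound at a single 50 µM final concentration, stimulated with 6 nM IGF for 20 min at 37 °C, and lysed. Phospho-Akt Ser473 was read by HTRF as 665/615 ratio ×10^4.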
Nrf2 activator = qHTS of Nrf2 Activators | AREc32 ARE-luciferase reporter (MCF7-derived line), luminescence, 24 h | Potency, µM (highest dose often 46.1 µM), for inactives: at the highest dose activation, usual class: activators | actives 0.31% (n = 410,000) | AID 624171, 2012; further: potency means the concentration at half of the fitted maximal effect; % of control where 0% means no effect; nearly all actives have a fitted effect of over 65% in size
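Luciferase luminescence (Steady-Glo, 30 min at room temperature) served as the read-out of ARE activation in AREc32 cells treated with compounds for 24 hr at 37 deg C.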
Abeta yeast res = qHTS for compounds that reverse cellular toxicity of Amyloid beta (A-beta) peptide in yeast: Primary Screen; AID 1347071, 2019; actives 0.063% (n = 410,000); Potency, µM (highest dose often 46.1 µM), inactives show top-dose growth rescue, most hits filed as activators; yeast expressing A-beta42, growth rescue, OD600, 48 h; response scale: 0% DMSO, 100% iron-clioquinol control; further: potency means the concentration at half of the fitted maximal effect; nearly all actives have a fitted effect of over 55% in size
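Yeast growth medium received pinned compounds, then yeast cells expressing toxic A-beta were added; plates incubated at 30 C for 48 hr. Growth read as absorbance at 600 nm, normalized to DMSO and equimolar FeCl3 plus clioquinol controls.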
Nrf2 block = Nrf2 qHTS screen for inhibitors | A549 ARE-Fluc reporter, luciferase luminescence, 18-24 h | actives 2.1% (n = 360,000) | Potency, µM (top dose mostly 46 µM), without a hit: at the highest dose activity change, negative = inhibition, usual class: inhibitors | AID 504444, 2011; further: potency means the concentration at half of the fitted maximal effect; on the % scale 0 is the no-effect control and ±100 the full control effect; nearly all actives have a fitted effect of over 60% in size
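Cells were seeded and rested 2 h, then exposed to compounds for 18-24 h. CellTiter-Fluor was read first as a viability measure. BugLite was added 15 min before the final luminescent read of ARE-luciferase activity in A549 cells.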
MmCpn inh = Inhibitors of TCP-1 ring complex (TRiC) of Methanococcus maripaludis (MmCpn): qHTS. actives 0.031% (n = 330,000). purified Mm-Cpn ATPase, ADP Transcreener TR-FRET. Potency, µM (top dose mostly 76.9 µM), for the others: top-dose activity, negative = inhibition, most hits filed as inhibitors. Chaperonin Mm-Cpn (Methanococcus maripaludis); further: potency means the concentration at half of the fitted maximal effect; on the % scale 0 is the no-effect control and ±100 the full control effect; nearly all actives have a fitted effect of over 80% in size
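Compound-treated chaperonin, 25 nM final, turns over 10 uM ATP at 37°C for 30 min following a 10 min preincubation; ADP generated competes with ADP-d2 for Eu-cryptate antibody, lowering FRET.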
A549 tox = Nrf2 qHTS screen for inhibitors: counterscreen for cytotoxicity; Potency, µM (highest dose often 46 µM), without a hit: at the highest dose activity change, negative = cytotoxicity, actives largely listed as inhibitors; actives 0.16% (n = 390,000); A549 ARE-Fluc cells, CellTiter-Fluor viability, 18-24 h; further: potency means the concentration at half of the fitted maximal effect; on the % scale 0 is the no-effect control and ±100 the full control effect
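A549 ARE_Fluc cells in 5% FBS OPTI-MEM were exposed to compounds in concentration-response for 18-24 h at 37 deg C. Viability was read by CellTiter-Fluor fluorescence (Ex 405/Em 525) after 30 min, before the luciferase read.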
Starred values were filed as active, the others as inactive; i = inactive; ? = inconclusive; nt = not tested or not shown; [ ] = another dose, or the depositor's remark. Unless noted, the call rests on the fitted dose curve; in most records, active means well fitted curve in the direction sought with a large enough effect; inconclusive means small, poorly fitted or top-dose-only effect, or another doubt; inactive means no such curve, though single readings can be large; an effect the other way counts as inactive or inconclusive.

SMILES	TGFb SMAD3 inh	CCT modulator	HepG2 tox	Akt phos inh	Nrf2 activator	Abeta yeast res	Nrf2 block	MmCpn inh	A549 tox
COCCN(Cc1ccccc1)C(=O)c1cccc(S(=O)(=O)N(C)c2c(C)n(C)n(-c3ccccc3)c2=O)c1	?	-0.8	0%	i	-0.4%	20%	13%	2%	-7%
CC1CN=C(N(Cc2ccccc2)C(=O)Nc2ccccc2)S1 (centres undefined)	-16%	-0.7	2%	i	1.5%	5%	?	3%	0%
COc1ccccc1NS(=O)(=O)c1cccc(C(=O)NNC(=O)c2ccc(=O)[nH]c2)c1	14%	-1.1	6%	i	0.3%	-4%	14%	-1%	3%
COc1ccc(S(=O)(=O)NC(=O)C2(C)CCN2C(=O)Cc2ccc(C(C)(C)C)cc2)cc1 (centres undefined)	2%	-1.1	5%	i	0.0%	-1%	nt	nt	nt
COc1ccc(C2(C)CC(=O)NC2=O)cc1 (centres undefined)	0%	-0.6	-11%	i	-0.4%	-4%	7%	1%	1%
Cc1ccnc(NC(=O)Cn2cc([N+](=O)[O-])cn2)c1	1%	-0.5	6%	i	-0.8%	-3%	?	-1%	-4%
CC1(C)CC1C(=O)Nc1ccc([N+](=O)[O-])cc1Br (centres undefined)	13%	-0.2	0%	i	-0.6%	-2%	-16%	-1%	7%
O=C(Nc1ccccc1N1CCOCC1)c1cnccn1	6%	1.8	-3%	i	-0.6%	-3%	-7%	0%	1%
COc1ccc(C)cc1-n1c(SCC(=O)N2CCOCC2)nc2ccccc2c1=O	-4%	-0.3	12%	i	-1.5%	-2%	nt	nt	nt
COc1ccc2c(=O)c(-c3ccc(C)cc3)c(-c3ccccc3)oc2c1	-7%	-0.6	-12%	i	5.1%	7%	2%	-5%	-9%
O=C(Nc1ccc(-c2csnn2)cc1)C1CC1	6%	-1.6	-13%	i	4.8%	-17%	-16%	0%	-3%
CCOC(=O)[C@@H]1[C@H]2COc3ccccc3[C@H]2N2C(=O)N(c3ccccc3)C(=O)[C@]12C	-14%	-0.2	-16%	i	-0.3%	2%	17%	-2%	-6%
O=C(C1CC1)N1CCN(S(=O)(=O)c2ccc3c(c2)OCCO3)CC1	-13%	2.6	-6%	i	2.0%	-5%	-7%	1%	12%
O=C(O)c1ccc(S(=O)(=O)c2ccc3c(c2)C(=O)N(NC(=O)c2cccnc2)C3=O)cc1	17%	0.6	24%	i	0.7%	-2%	2%	2%	-3%
O=C(CCl)NC(Cc1ccccc1)c1ccccc1 (centres undefined)	-4%	-3.1	-24%	i	?	-6%	5%	0%	-12%
COc1ccc(NC(=O)C2CCN(C(=O)Nc3ccc(C)cc3)CC2)cc1OC	10%	1.4	-13%	i	0.2%	0%	-1%	-1%	1%
O=C(Nc1ccc(F)cc1F)c1ccc(-n2cccn2)nc1	-2%	-2.9	7%	i	0.3%	4%	?	2%	-4%
CC(=O)NC(=S)Nc1ccc(S(=O)(=O)N2CCOCC2)cc1	5%	-3.3	-17%	i	0.2%	1%	-6%	-1%	2%
COc1ccc(-c2cc3cc4c(cc3cn2)OCO4)cc1	0%	-0.7	-2%	i	5.7%	-2%	?	0%	5%
CCOC(=O)c1c(C)nc2cc(C)cc(C)n12	0%	0.6	-7%	i	2.1%	8%	-5%	-1%	7%

Reformatted: entries from further up.
smiles,TGFb SMAD3 inh,CCT modulator,HepG2 tox,Akt phos inh,Nrf2 activator,Abeta yeast res,Nrf2 block,MmCpn inh,A549 tox
O=C(Nc1ccc(-c2csnn2)cc1)C1CC1,6%,-1.6,-13%,i,4.8%,-17%,-16%,0%,-3%
CCOC(=O)[C@@H]1[C@H]2COc3ccccc3[C@H]2N2C(=O)N(c3ccccc3)C(=O)[C@]12C,-14%,-0.2,-16%,i,-0.3%,2%,17%,-2%,-6%
O=C(C1CC1)N1CCN(S(=O)(=O)c2ccc3c(c2)OCCO3)CC1,-13%,2.6,-6%,i,2.0%,-5%,-7%,1%,12%
O=C(O)c1ccc(S(=O)(=O)c2ccc3c(c2)C(=O)N(NC(=O)c2cccnc2)C3=O)cc1,17%,0.6,24%,i,0.7%,-2%,2%,2%,-3%
O=C(CCl)NC(Cc1ccccc1)c1ccccc1 (centres undefined),-4%,-3.1,-24%,i,?,-6%,5%,0%,-12%
COc1ccc(NC(=O)C2CCN(C(=O)Nc3ccc(C)cc3)CC2)cc1OC,10%,1.4,-13%,i,0.2%,0%,-1%,-1%,1%
O=C(Nc1ccc(F)cc1F)c1ccc(-n2cccn2)nc1,-2%,-2.9,7%,i,0.3%,4%,?,2%,-4%
CC(=O)NC(=S)Nc1ccc(S(=O)(=O)N2CCOCC2)cc1,5%,-3.3,-17%,i,0.2%,1%,-6%,-1%,2%
COc1ccc(-c2cc3cc4c(cc3cn2)OCO4)cc1,0%,-0.7,-2%,i,5.7%,-2%,?,0%,5%

(listing goes on)
SMILES	TGFb SMAD3 inh	CCT modulator	HepG2 tox	Akt phos inh	Nrf2 activator	Abeta yeast res	Nrf2 block	MmCpn inh	A549 tox
Cc1ccc(SCc2cc(-c3ccc(Cl)cc3)no2)cc1	-3%	0.8	-5%	i	0.2%	2%	1%	-1%	10%
O=C(Nc1nnc(-c2ccc(Cl)cc2)o1)Nc1ccccc1Cl	-5%	-3.3	-5%	i	-0.6%	3%	-9%	2%	-5%
Cc1nc(C)c(-c2ccc(SCC(=O)Nc3ccc(C)c(F)c3)nn2)s1	-14%	nt	-6%	nt	0.2%	-24%	nt	nt	-16%
COc1ccc2c(c1OC)C(=O)N(c1cccc(C(F)(F)F)c1)C2	0%	-1.7	-12%	i	2.9%	4%	?	0%	2%[1.84 µM]
Cc1nn(C)c2c1NC(=O)CS2	1%	-0.2	4%	i	-1.5%	3%	nt	nt	nt
COC(CNC(=S)Nc1ccc([N+](=O)[O-])cc1)OC	-8%	-0.5	-1%	i	5.8%	5%	-17%	1%	4%
COC(=O)CN1C(=O)[C@H]2[C@@H](c3ccc(C)o3)N3C(=O)CN(Cc4ccccc4)C(=O)[C@@]3(C)[C@H]2C1=O	11%	-1.4	-4%	i	-0.5%	-8%	10%	0%	-6%
Cc1nn(C(=O)c2c(F)cccc2F)c(C)c1S(=O)(=O)N1CCOCC1	?	nt	3%	nt	-0.7%	-6%	nt	nt	4%
Cc1cccc(NC(=O)N2CCC(n3nnc4cc(C)ccc43)CC2)c1	17%	0.6	7%	i	-0.6%	-5%	?	0%	0%
O=C(CCNC(=O)c1ccco1)Nc1ccc(SC(F)F)cc1	0%	0.4	0%	i	1.7%	-4%	?	0%	-5%
CN1CCN(c2ccccc2NC(=O)c2ccc(Br)o2)CC1	0%	2.2	7%	i	1.3%	2%[9.22 µM]	nt	1%	-6%
Cc1cc(=O)oc2cc(OCC#N)ccc12	-1%	0.4	-4%	i	0.1%	-3%	-30%	-1%	0%
CCOc1ccccc1NS(=O)(=O)c1ccc2c(c1)oc(=O)n2C	1%	nt	3%	nt	4.3%	-6%	4%	nt	-1%
CCN(CC)c1ncnc2c1ncn2[C@H]1CN(Cc2ccco2)C[C@@H](CO)O1	-1%	2.1	-4%	i	0.4%	-12%	nt	nt	nt
N#CC(OC(=O)c1ccccc1)c1cccc([N+](=O)[O-])c1 (centres undefined)	17%	-0.4	-1%	i	0.0%	10%	-6%	nt	2%
CN(CC(=O)Nc1ccc(Cl)c(C(F)(F)F)c1)C(=O)CCNC(=O)c1ccco1	1%	-0.9	6%	i	0.4%	8%	-4%	2%	-13%
CN1C(=O)c2ccccc2Sc2ccc(NC(=O)N3CCOCC3)cc21	5%	-0.8	-13%	i	2.7%	-3%	-7%	-25%	4%
COc1cccc2c(=O)c3ccoc3n(C)c12	-7%	-0.7	-8%	i	-0.7%	1%	-22%	nt	0%
Cn1cccc1C(=O)NNC(=O)COc1ccc(C#N)cc1	-29%	-0.9	-8%	i	0.5%	-2%	-6%	1%	-4%
Cc1ccccc1Cn1c(-c2cncs2)nc2ccccc21	-15%	-1.4	-16%	i	0.4%	-16%	?	-1%	-5%
COc1ccc(C2=CC(=O)C[C@H](c3ccc(F)cc3)C2)c(F)c1F	-3%	-1.3	-13%	i	3.4%	7%	?	-5%	-1%
CN(C(=O)c1ccc(N2CCCCC2)c([N+](=O)[O-])c1)C1(C)CCS(=O)(=O)C1 (centres undefined)	-5%	0.4	-21%	i	3.2%	24%	-17%	-6%	-6%
COC(=O)c1cc(S(=O)(=O)NCCc2ccc(C)cc2)c[nH]1	-10%	-1.2	-28%	i	-0.1%	-13%	-8%	0%	0%
